# ASK1 inh – human ASK1 kinase inhibition, primary screen. Q99683. AlphaScreen MKK6 phosphorylation by ASK1, luminescence. inhibition, % at 7.44 µM. 22,000 compounds, 0.99% hits. AID 1159602; in the data active = inhibition above about 35%;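 note: 0% = median of compound wells and 100% = no enzyme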
# Target sequence (Q99683 whole entry, looked up): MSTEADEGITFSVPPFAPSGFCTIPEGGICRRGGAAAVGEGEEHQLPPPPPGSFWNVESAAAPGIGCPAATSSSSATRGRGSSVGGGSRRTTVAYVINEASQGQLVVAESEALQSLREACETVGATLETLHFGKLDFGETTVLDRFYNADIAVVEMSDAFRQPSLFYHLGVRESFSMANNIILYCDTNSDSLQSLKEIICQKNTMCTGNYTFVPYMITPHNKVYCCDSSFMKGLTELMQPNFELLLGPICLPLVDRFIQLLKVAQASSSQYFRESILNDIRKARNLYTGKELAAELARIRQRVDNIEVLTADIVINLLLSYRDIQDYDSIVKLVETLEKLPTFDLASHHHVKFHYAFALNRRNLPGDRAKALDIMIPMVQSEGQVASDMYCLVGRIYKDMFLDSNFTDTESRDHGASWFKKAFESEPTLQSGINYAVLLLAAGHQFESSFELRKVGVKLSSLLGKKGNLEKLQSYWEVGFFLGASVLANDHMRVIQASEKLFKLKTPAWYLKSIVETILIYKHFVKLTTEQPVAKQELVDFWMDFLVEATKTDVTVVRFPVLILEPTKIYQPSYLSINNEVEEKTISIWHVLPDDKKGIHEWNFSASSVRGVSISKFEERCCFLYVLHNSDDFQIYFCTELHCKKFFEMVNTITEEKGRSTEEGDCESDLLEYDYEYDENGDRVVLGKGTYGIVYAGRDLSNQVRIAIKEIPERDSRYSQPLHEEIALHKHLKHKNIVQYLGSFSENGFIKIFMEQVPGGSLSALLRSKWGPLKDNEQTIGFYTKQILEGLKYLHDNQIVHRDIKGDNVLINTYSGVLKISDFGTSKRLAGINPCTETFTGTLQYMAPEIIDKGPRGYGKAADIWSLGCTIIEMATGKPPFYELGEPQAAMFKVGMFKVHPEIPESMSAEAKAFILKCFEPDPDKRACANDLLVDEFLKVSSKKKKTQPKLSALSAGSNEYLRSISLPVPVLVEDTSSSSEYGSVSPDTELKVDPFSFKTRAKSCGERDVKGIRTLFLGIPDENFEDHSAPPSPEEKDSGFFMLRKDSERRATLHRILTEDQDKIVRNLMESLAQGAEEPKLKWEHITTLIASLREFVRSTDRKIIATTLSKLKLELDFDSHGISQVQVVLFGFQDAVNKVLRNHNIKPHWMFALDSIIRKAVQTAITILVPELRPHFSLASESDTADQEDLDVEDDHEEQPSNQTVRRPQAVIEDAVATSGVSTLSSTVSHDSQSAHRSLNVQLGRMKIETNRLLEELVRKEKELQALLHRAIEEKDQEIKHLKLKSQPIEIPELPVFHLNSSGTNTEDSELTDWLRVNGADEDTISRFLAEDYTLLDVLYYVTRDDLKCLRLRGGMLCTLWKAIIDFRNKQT
# ULK1 inh – human ULK1 kinase inhibition, primary screen; 30,000 compounds, 1.9% hits; AlphaScreen Atg13 phosphorylation by ULK1, luminescence; inhibition, % at 5.96 µM; in the data active = inhibition above about 43%;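 note: 0% = median of compound wells and 100% = no enzyme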
# * marks the source's active call; other numbers are inactive results; · = no result given; & = joins results of further samples.
ASK1 inh | ULK1 inh | SMILES
-7 | 1 | CC(C)N(CCNC(=O)C1CCN(c2ccc(Nc3ccc(-n4ccnc4)cc3)nn2)CC1)C(C)C
-7 | 12 | c1ccc2c(Nc3nc4ncnc(Nc5ccc(N6CCOCC6)cc5)c4[nH]3)nccc2c1
-10 | -16 | COc1ccc(-c2cccc(C(=O)NCc3nc4ccccc4[nH]3)c2)cn1
10 | -3 | Cc1nn(C)c(C)c1-c1cccc(C(=O)NC2CC2)c1
-9 | 9 | O=C(NC1CC1)c1ccc(-c2cccc(C(=O)NCCO)n2)cc1
· | 0 | COc1ccc(C)cc1N(CC(=O)N1CCCCC1)S(C)(=O)=O
7 | 2 | CCN(CC)C(=O)C1CCCN(c2nc(NCCCN3CCCC3=O)c3ncn(-c4ccccc4)c3n2)C1 (centres undefined)
3 | -10 | O=C(NCCOc1ccccc1)c1csc(NC2CCN(Cc3ccccc3)CC2)n1
-1 | 1 | Cn1c(Nc2ncc(C(=O)NCc3ccccc3)s2)nc2ccccc21
4 | -7 | O=C(Nc1ccccc1)c1csc(Nc2ccccc2)n1
-5&4 | 2&12 | Cc1ccc(-c2cccc3cnc(NC4CCC(C(=O)N5CCCC5)CC4)nc23)cn1 (centres undefined)
2 | 1 | Nc1cccc(-c2cccc(C(=O)NCCO)n2)c1
-16 | 42 | O=C1CCCN1CCCNc1ccnc(Nc2ccc(-n3ccnc3)cc2)n1
-13 | 38 | c1ccc(Oc2ccc(Nc3cc(Nc4ccncc4)ncn3)cc2)cc1
· | -22 | Cc1cc(=O)c2c(O)c3c(O)cc(=O)c4c3c3c(cc(O)c1c23)C(C)(C)C=4O

# 3 neighbouring entries from above, for reference:
ASK1 inh | ULK1 inh | SMILES
-7 | 1 | CC(C)N(CCNC(=O)C1CCN(c2ccc(Nc3ccc(-n4ccnc4)cc3)nn2)CC1)C(C)C
-7 | 12 | c1ccc2c(Nc3nc4ncnc(Nc5ccc(N6CCOCC6)cc5)c4[nH]3)nccc2c1
-10 | -16 | COc1ccc(-c2cccc(C(=O)NCc3nc4ccccc4[nH]3)c2)cn1

# The listing continues:
ASK1 inh | ULK1 inh | SMILES
· | 1 | O=C1CN(/N=C/c2ccc(-c3ccc([N+](=O)[O-])cc3)o2)C(=O)N1
-9 | -2 | O=C(c1ccc(Nc2ccc3[nH]ncc3c2)nc1)N1CCOCC1
32 | -12 | Nc1nccc(-c2cc(F)c3nc(C4COc5ccc(C(=O)NC6CCCC6)cc5C4)[nH]c3c2)n1 (centres undefined)
-2 | 3 | Cc1nn(C)c(C)c1-c1nc(NCCCN2CCCC2=O)c2ncn(-c3ccccc3)c2n1
1 | 0 | O=C(NCc1ccccc1)c1cnc(Nc2ccc(N3CCOCC3)cc2)s1
16 | 2 | Nc1nc(NCCc2ccc(O)cc2)cc(-c2cccs2)n1
-13 | -9 | OCCNc1nc(-c2ccccc2)nc2c1ncn2-c1ccsc1
· | 15 | COC(=O)Nc1nc2ccc(C(=O)c3cccs3)cc2[nH]1
5 | 4 | CC(C)N(CCNc1nc(N2CCOCC2)nc2c1ncn2Cc1ccc(C(F)(F)F)cc1)C(C)C
4 | 4 | CCN(CC)C(=O)C1CCCN(c2nc(Nc3ccc(NC(C)=O)cc3)c3cc(OC)c(OC)cc3n2)C1 (centres undefined)
2 | 4 | O=C(Cc1cn(-c2ccc(NCCCN3CCCC3=O)nn2)c2ccccc12)NCc1cccnc1
14 | 14 | Cn1ccc2cc(-c3cc(NCc4cccc(C(F)(F)F)c4)nc(N)n3)ccc21
17 | -8 | FC(F)(F)c1ccc(Nc2nc(Nc3ccc(N4CCOCC4)cc3)c3ncn(-c4ccsc4)c3n2)cc1
24 | 4 | Brc1ccc2cnc(Nc3ccc(-n4cnc(N5CCOCC5)n4)cc3)nc2c1
-10 | -15 | O=C(NC1CC1)c1ccc(-c2nc(NCCCN3CCCC3=O)c3ncn(-c4ccccc4)c3n2)cc1
1 | 0 | CC(C)N(CCNc1ncnc2nc(Nc3cnccn3)[nH]c12)C(C)C
-14 | 3 | Cn1c(Nc2cc(NCc3ccccc3)ncn2)nc2ccccc21
-22 | -21 | OCC1CCCN1c1nc(NCCc2ccc(O)cc2)c2ncn(-c3ccsc3)c2n1 (centres undefined)
-24 | 3 | Cc1ccc(C(=O)N2CCCC(Nc3cccc4cncc(C)c34)C2)cc1F (centres undefined)
-13 | 5 | CC(C)n1c(N2CCOCC2)nc2c(NC3CCN(Cc4ccccc4)CC3)ncnc21
· | 6 | CN1CCN(C(c2ccccc2)c2ccc(Cl)cc2)CC1 (centres undefined)
1 | 2 | O=C(NC1CCC(Nc2ccc3[nH]ncc3c2)CC1)C(O)c1ccc(Cl)cc1 (centres undefined)
· | -1 | CC(=O)Oc1cc2oc(=O)c3c(c2cc1Cl)CCCC3
7 | -8 | O=C(NCc1ccccc1)c1ccc2nc(NC3CCC(O)CC3)sc2c1 (centres undefined)
-12 | -10 | CCN(CC)C(=O)C1CCCN(c2ncc(C)c(NCCOc3ccccc3)n2)C1 (centres undefined)
-6 | 2 | Cc1cnc(NCCCN2CCCC2=O)nc1NCc1cccnc1
· | 7 | CCCS(=O)(=O)N1CCN(c2nc(C)cc(N3CCCC3)n2)CC1
· | -8 | COc1ccc2cccc(CCNC(C)=O)c2c1
-7 | -4 | CCCNc1ccnc(N2CCCC2CO)n1 (centres undefined)
-9 | -13 | CC(C)n1cnc2c(NCCN3CCOCC3)nc(Nc3ccc(C(F)(F)F)cc3)nc21

# Pulled one by one from the list above (7):
ASK1 inh | ULK1 inh | SMILES
3 | -10 | O=C(NCCOc1ccccc1)c1csc(NC2CCN(Cc3ccccc3)CC2)n1
-13 | 38 | c1ccc(Oc2ccc(Nc3cc(Nc4ccncc4)ncn3)cc2)cc1
16 | 2 | Nc1nc(NCCc2ccc(O)cc2)cc(-c2cccs2)n1
· | 6 | CN1CCN(C(c2ccccc2)c2ccc(Cl)cc2)CC1 (centres undefined)
2 | 4 | O=C(Cc1cn(-c2ccc(NCCCN3CCCC3=O)nn2)c2ccccc12)NCc1cccnc1
-13 | -9 | OCCNc1nc(-c2ccccc2)nc2c1ncn2-c1ccsc1
17 | -8 | FC(F)(F)c1ccc(Nc2nc(Nc3ccc(N4CCOCC4)cc3)c3ncn(-c4ccsc4)c3n2)cc1

# Next part
ASK1 inh | ULK1 inh | SMILES
9 | 5 | Cc1nn(C)c(C)c1-c1nc(NC2CC2)c2ncn(C(C)C)c2n1
· | 2 | C=C(C)Cn1c(SCC(=O)Nc2ccccc2)nc2c1c(=O)[nH]c(=O)n2C
· | -10 | O=[N+]([O-])c1ccc(/C=[N+](\[O-])CCO)o1
-16 | 9 | COc1ccc(CCNC(=O)c2csc(NCc3ccc4c(c3)OCO4)n2)cc1
17 | 31 | Nc1cc(C2=C3C=C(Br)N=C3C(=O)NCC2)c(O)[nH]1
6 | -8 | COc1nc(NCCc2ccc(O)cc2)nc(-c2ccc(N3CCOCC3)nc2)n1
· | -2 | COc1ccc(/C=C/C(=O)c2ccc(OC)cc2OC)cc1
10 | -14 | CC(C)C[C@H](O)C(=O)N[C@H]1CC[C@H](C(=O)Nc2ccc3[nH]ncc3c2)C1
· | -9 | Cc1nc(NCCN(C)C)cc(-c2ccccc2F)n1
6 | 4 | CC(C)N(CCNC(=O)Cc1cn(-c2ccc(N3CCc4ccccc4C3)nn2)c2ccccc12)C(C)C
· | -35 | C/C(CC(=O)NC1CCCC1)=N\NC(=O)COc1cccc(C)c1
39* | -10 | CCN(CC)c1nc(Nc2ccc3c(c2)OCO3)nc(N2CCC(N3CCOCC3)CC2)n1
-8 | -10 | Cc1noc(C)c1-c1nc(NCc2cccnc2)c2ncn(C3CCCCC3)c2n1
2 | 3 | O=C(NCCN1CCOCC1)c1cc(-n2ncc3cc(Nc4ccccc4Cl)ccc32)ncn1
· | 5 | Cc1ccc(S(=O)(=O)n2ccn(C(=O)c3ccc(OC(C)C)cc3)c2=O)cc1
15 | 4 | COc1ccc2c(c1)CC(C(=O)Nc1ccc(-c3cn[nH]c3)cc1N(C)CCN(C)C)CO2 (centres undefined)
3 | -1 | O=C(NCCN1CCOCC1)c1ccc2nc(N3CCCC3CO)sc2c1 (centres undefined)
-4 | 2 | O=C(NCCCN1CCCC1=O)c1cnc(NCCN2CCOCC2)s1
-6 | 87* | CNC(=O)c1ccnc(Nc2cc(Nc3ccccc3C(=O)NC)c(C(F)(F)F)cn2)c1
57* | 9 | Cc1cc(NCCOc2ccccc2)nc(Nc2cccc(N(C)C)c2)n1
25 | 12 | COc1cc(Nc2nc(Nc3ccc4c(c3)OCO4)c3ncn(-c4ccsc4)c3n2)cc(OC)c1OC
7 | 15 | Nc1nc(Nc2ccc(N3CCOCC3)cc2)cc(N2CCN(Cc3ccc4c(c3)OCO4)CC2)n1
-13 | -5 | CC(C)N(CCNc1ccnc(Nc2ccc(C(F)(F)F)cc2)n1)C(C)C
-4 | -35 | COc1cc2nc(-c3ccccc3)nc(Nc3ccc(Oc4ccccc4)cc3)c2cc1OC
· | 8 | COc1ccc(-c2ccc(/C=N/NC(N)=O)o2)cc1
-4 | -7 | COc1cccc(CCc2nc3ccc(-c4cn[nH]c4)cc3s2)c1
18 | -28 | FC(F)(F)c1ccc(Cn2cnc3c(Nc4ccccc4)nc(N4CCC(N5CCOCC5)CC4)nc32)cc1
-9 | 8 | NS(=O)(=O)c1ccc(Nc2nccc(N3CCNCC3)n2)cc1
· | -3 | Cc1cc(NC(=O)Cc2ccccc2)n(-c2nc(C)c(C)c(=O)[nH]2)n1
6 | 4 | CC(C)n1cnc2c(NCCN3CCOCC3)nc(NCCCN3CCCC3=O)nc21
-2 | 7 | COc1cc(CN2CCC(C(=O)Nc3ccc4[nH]ncc4c3)C2)cc(OC)c1 (centres undefined)
-8 | -10 | O=C(NCc1cccnc1)c1cncc(-c2ccccc2)c1
3 | 15 | O=C(NCC(O)c1ccc(Cl)cc1)c1cn(-c2cnc3[nH]ncc3c2)nn1 (centres undefined)
13 | -5 | CCNc1nc(NCCc2ccc(O)cc2)c2[nH]cnc2n1
13 | 22 | CN(C)c1cccc(Nc2nc(C(=O)Nc3ccc(N4CCOCC4)cc3)cs2)c1
· | -14 | Cc1cccc(S(=O)(=O)NCCc2csc(-c3cccc(F)c3)n2)c1
· | 10 | CCN1C(=O)Cc2cc(NS(=O)(=O)c3ccc(OC)c(C)c3)ccc21
-4 | -13 | Nc1nc(N2CCCC2CO)nc2nc[nH]c12 (centres undefined)
· | 9 | C/C(CC(=O)NCc1ccco1)=N\NC(=O)c1ccc(Br)cc1
2 | -2 | O=C1CCCN1CCCNc1nc(N2CCN(c3ccccn3)CC2)nc2nc[nH]c12
9 | 18 | Nc1nc(Nc2ccc3c(c2)OCO3)cc(N2CCN(c3ccccn3)CC2)n1
· | 13 | COc1cccc(NC(=S)NC(=O)/C=C/c2ccco2)c1
· | -4 | CCOC(=O)C(=O)CCCCCCl
-14 | -25 | COc1cc2nc(Nc3nc4ccccc4n3C)nc(Nc3ccccc3)c2cc1OC
3 | -13 | Clc1nc(NCCOc2ccccc2)c2ncn(-c3ccsc3)c2n1
2 | 57* | c1ccc(OCCNc2nc(Nc3ccncc3)nc3nc[nH]c23)cc1
-1 | 4 | Cn1c(Nc2nccc(NC3CC3)n2)nc2ccccc21
13 | 14 | COc1ccc(/C=C/C(=O)Nc2ccc(-c3cn[nH]c3)c(OC)c2)cc1
33 | 9 | c1cc2c(cc1CN1CCN(c3nc(Nc4ccc(N5CCOCC5)cc4)c4ncn(C5CCCCC5)c4n3)CC1)OCO2
· | 10 | S=C=Nc1ccc(N=C=S)cc1
· | -6 | CC(NC(=O)c1ccc(F)cc1)c1ccccc1 (centres undefined)
14 | -4 | Cc1cccc(Nc2ccc3c(cnn3-c3cccc(C(=O)NCCN4CCOCC4)c3)c2)c1Cl
8 | 6 | c1nc(Nc2ccc(N3CCOCC3)cc2)cc(N2CCC(N3CCOCC3)CC2)n1
-7 | 6 | Cc1cc(NCc2cccnc2)nc(NCCN2CCOCC2)n1
· | 7 | Cc1nc2ncccc2c(=O)n1-c1ccc(F)c(NC(=O)c2ccc(F)cc2F)c1
9 | -3 | CC(C)N(CCNC(=O)Cc1cn(-c2ccc(Nc3nc4ccccc4n3C)nn2)c2ccccc12)C(C)C
5 | -9 | Cc1noc(C)c1-c1nc2ncnc(NCCc3ccc(O)cc3)c2[nH]1
6 | -4 | O=C(NCCOc1ccccc1)c1csc(N2CCOCC2)n1
5 | 8 | Nc1nccc(-c2ccc3nc(C4COc5cccc(OCCN6CCOCC6)c5C4)[nH]c3c2)n1 (centres undefined)
2 | 19 | CC(C)n1c(Nc2ncccn2)nc2c(NCCCN3CCCC3=O)ncnc21

# Next section:
ASK1 inh | ULK1 inh | SMILES
· | -11 | O=C(O)/C=C/C(=O)O
6 | 1 | CC(C)n1c(-c2ccc(C(=O)N3CCN(C)CC3)cc2)nc2c(NCCN3CCOCC3)ncnc21
· | -19 | COc1cc(C(=O)Nc2ccc(Nc3nc(C)cc(N4CCCC4)n3)cc2)cc(OC)c1OC
2 | 1 | COc1ccc2c(c1)C[C@@H](C(=O)Nc1ccc(-c3cn[nH]c3C)cc1OCCN(C)C)NC2
-22 | -33 | Cc1noc(C)c1-c1cccc(C(=O)NCCOc2ccccc2)n1
0 | 0 | CC(=O)Nc1ccc(NC(=O)c2cccc(-c3c(C)nn(C)c3C)n2)cc1
2 | -6 | CN1CCN(c2ccc(-c3ncc(C(=O)NC4CC4)s3)cc2)CC1
· | -5 | Cc1cccn2c(=O)c3c(nc12)CCN(C(=O)c1ccccc1)C3
-5 | -6 | O=C(Cc1cn(-c2ccc(Nc3ccc4ncccc4c3)nn2)c2ccccc12)NCc1cccc(C(F)(F)F)c1
9 | 0 | NC(=O)c1ccc2cnn(-c3cccc(C(=O)Nc4ccc(N5CCOCC5)cc4)c3)c2c1
3 | 4 | c1cc(Nc2nc(NCCN3CCOCC3)c3ncn(C4CCCCC4)c3n2)ncn1
-6 | 2 | O=C(NC1CC1)c1ccc(-c2nc(NCCCN3CCCC3=O)c3ncn(C4CCCCC4)c3n2)cc1
-14 | -7 | Cn1ccc2cc(-c3nc(C(=O)Nc4ccccc4)cs3)ccc21
· | -3 | O=C(Nc1ccccc1)O/N=C/c1ccc(F)cc1
-10 | -6 | Cc1cc(NCCOc2ccccc2)nc(Nc2nc3ccccc3n2C)n1

# Source: PubChem
